# ROMK primary: modulators of human ROMK potassium channel. P48048. Tet-inducible ROMK, thallium flux fluorescence; actives lie on both sides. B-score at 10 µM. 130,000 tested, 2% active. AID 1918;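 active = signal ratio slope over the read window, or its plate-corrected B-score, at least 3 SD from the plate mean, either direction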;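 note: B-score of the F/F0 ratio slope over 7 to 12 s after thallium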
# Target sequence (P48048 whole entry, looked up): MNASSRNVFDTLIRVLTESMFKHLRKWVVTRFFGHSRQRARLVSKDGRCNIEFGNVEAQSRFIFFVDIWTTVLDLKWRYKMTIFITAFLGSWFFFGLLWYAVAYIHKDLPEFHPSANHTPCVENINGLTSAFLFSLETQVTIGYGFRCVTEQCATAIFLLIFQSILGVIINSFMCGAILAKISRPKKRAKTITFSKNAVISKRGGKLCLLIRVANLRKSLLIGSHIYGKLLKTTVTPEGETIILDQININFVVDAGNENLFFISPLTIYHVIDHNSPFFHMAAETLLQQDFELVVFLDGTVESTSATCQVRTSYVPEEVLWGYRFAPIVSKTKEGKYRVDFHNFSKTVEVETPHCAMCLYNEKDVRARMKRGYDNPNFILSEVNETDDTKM
# SRC2 TRFRET art: counter-screen for PPARgamma SRC-2 recruitment agonists: TR-FRET artefact; hits give high values; TR-FRET ratio at 8 µM; 200,000 tested, 0.4% active; AID 1049; in the data active = TR-FRET ratio above about 2000; note: inactives centre near 1500
# RAM inhibit: blocks the yeast RAM network; S. cerevisiae dse1pr::URA3 reporter, 5-FOA growth OD615, 2 d; analog-sensitive cbk1-as2 kinase mutant strain; inhibition, % at 50 µM; 190,000 tested, 1.8% active; AID 868;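 active = inhibition above a set limit, 3 SD over mean compound inhibition, cut at about 8.4% in these data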;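 note: 0% = DMSO-only wells with no growth and 100% = 10 µM 1-NA-PP1 full growth; inhibition rescues growth on 5-FOA so higher OD means more RAM inhibition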
# PPARg SRC-1 ag: promotes SRC-1 coactivator recruitment by human PPARgamma; P37231; PPARgamma-SRC-1 coactivator recruitment biochemical assay; activation, % at 8 µM; 200,000 tested, 0.41% active; AID 631; in the data active = activation above about 19%;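 note: 0% = DMSO and 100% = reference agonist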
# Target sequence (P37231 whole entry, looked up): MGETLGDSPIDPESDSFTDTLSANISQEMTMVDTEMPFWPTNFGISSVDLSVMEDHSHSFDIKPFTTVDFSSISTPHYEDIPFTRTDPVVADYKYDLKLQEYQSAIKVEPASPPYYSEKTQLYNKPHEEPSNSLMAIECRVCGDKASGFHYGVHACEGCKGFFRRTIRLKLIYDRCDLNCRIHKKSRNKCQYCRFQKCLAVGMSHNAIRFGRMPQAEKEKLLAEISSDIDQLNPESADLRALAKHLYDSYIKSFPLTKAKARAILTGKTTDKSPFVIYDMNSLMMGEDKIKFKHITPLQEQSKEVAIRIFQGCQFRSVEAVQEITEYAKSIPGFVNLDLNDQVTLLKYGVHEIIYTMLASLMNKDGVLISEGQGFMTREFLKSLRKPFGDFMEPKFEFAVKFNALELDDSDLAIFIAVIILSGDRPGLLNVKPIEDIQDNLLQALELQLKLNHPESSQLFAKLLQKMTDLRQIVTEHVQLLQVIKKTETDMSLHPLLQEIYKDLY
# TLR4-MyD88 BLA: blocks binding of human TLR4 to MyD88; 200,000 tested, 0.18% active; HeLa CL3-4 TLR4/MyD88 BLA complementation, FRET ratio; AID 861; O00206+Q99836; inhibition, % at 8.4 µM; in the data active = inhibition above about 25%;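 note: 0% = vehicle and 100% = reference inhibitor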
# PPARg SRC-2 ag: PPARgamma-driven SRC-2 recruitment agonism; P37231; activation, % at 8 µM; PPARgamma LBD-SRC-2 recruitment, biochemical; 200,000 tested, 0.34% active; in the data active = activation above about 22%;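 note: 0% = vehicle and 100% = reference agonist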
# PPARg SRC-3 ag: agonists of human PPARgamma SRC-3 coactivator recruitment. P37231. biochemical PPARgamma/SRC-3 coactivator recruitment assay. activation, % at 8 µM. 200,000 tested, 0.26% active; in the data active = activation above about 23%;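 note: 0% = DMSO and 100% = reference agonist; some compounds past the cut are filed as inactive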
# STAT3 activator: increases IL-6 driven STAT3 reporter signal; activation (% of control), % at 5.6 µM; U3A cells, IL-6 STAT3-luciferase reporter, luminescence; 100% = signal with IL-6 EC80 alone; 190,000 tested, 0.91% active; AID 871;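 active = activation above the screen-wide mean of compound activation plus 3 SD, cut at about 130% in these data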;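 note: 0% = background luminescence of wells with medium and substrate only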
#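 Test system: Human STAT1-deficient U3A cells with stable STAT3-luciferase reporter | Also added: Interleukin-6, 33 ng/mL | Timing: Compound pre-incubation 1 h before IL-6, then 6 h stimulation at 37 °C | Technique: Luciferase reporter luminescence | Read-out: Percent of IL-6-only median luminescence | Benchmarks: IL-6-only wells as 100% reference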
# STAT3 blocker: inhibitors of IL-6 induced STAT3 signaling. U3A cells, IL-6 STAT3-luciferase reporter, luminescence; host cell line lacks STAT1. inhibition, % at 5.5 µM. 190,000 tested, 0.89% active. AID 862;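 active = inhibition above the mean inhibition across all screened compounds plus 3 SD, cut at about 44% in these data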;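 note: 0% = DMSO only wells and 100% = 100 µM nifuroxazide control wells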
# STAT1 inh: inhibitors of IFN-gamma induced STAT1 signaling; inhibition, % at 5.5 µM; NIH 3T3 STAT1-luciferase reporter, luminescence; AID 920; 200,000 tested, 0.35% active;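 active = inhibition above a set limit, the mean inhibition across all tested compounds plus 3 SD, cut at about 34% in these data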;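 note: 0% = IFN-gamma with DMSO and 100% = IFN-gamma with 300 µM nifuroxazide; values of inactives mirror those of a sister screen read the other way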
# S1P3 antag: S1P3 (human) receptor antagonism | Q99500 | CHO S1P3 NFAT-BLA reporter, FRET fluorescence, antagonist mode | inhibition, % at 4.98 µM | 170,000 tested, 0.27% active | AID 485;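 active = inhibition above the plate cutoff, the mean inhibition of test wells on that plate plus 3 SD, cut at about 28% in these data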;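 note: cells challenged with S1P at its EC80 of 0.8 µM; blue over green emission ratio from cleaved BLA substrate after 4 h stimulation; 0% = S1P-stimulated wells and 100% = unstimulated DMSO-only wells; some compounds past the cut are filed as inactive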
# The depositor's hits bear a star; x = not tested or not shown.
structure,ROMK primary,SRC2 TRFRET art,RAM inhibit,PPARg SRC-1 ag,TLR4-MyD88 BLA,PPARg SRC-2 ag,PPARg SRC-3 ag,STAT3 activator,STAT3 blocker,STAT1 inh,S1P3 antag
COc1ccc(CC(=O)NC(C)c2nnc(SCC(=O)Nc3ccccc3F)n2C)cc1 (stereo not drawn),1.1,1652,2.1,5,0,2,3,105,2,7,-11
COC(=O)c1cccc(OCC(O)Cn2cnc3cc(C)c(C)cc32)c1 (stereo not drawn),-0.67,1464,1.0,-2,3,3,-6,98,4,6,x
CC1CN(C(=O)N2c3ccccc3Sc3ccccc32)C(C)CC1=O (stereo not drawn),-1.1,1314,0.4,0,-2,0,1,107,1,-2,-4
CC(=O)N(CCc1ccccc1C)Cc1cc2cc3c(cc2[nH]c1=O)OCO3,x,1657,1.8,5,-5,5,0,101,4,-1,-32
CC(Oc1ccc(Cl)cc1)/C(N)=N/O (stereo not drawn),0.4,1755,1.8,7,4,5,3,95,11,0,-4
COc1ccc(CNc2nc3ccccc3n2Cc2ccc(Cl)cc2)cc1OC,-1.7,1454,1.0,-2,-4,2,3,96,6,7,-9
CCS(=O)(=O)n1nc(-c2ccco2)nc1N,-0.12,1613,-0.3,-6,-10,3,-1,99,9,-9,-5
O=C(CO/N=C/c1cccc([N+](=O)[O-])c1)NC1CCCCCC1,-0.0049,1661,0.3,8,2,7,-4,102,1,0,-6
COc1ccc(OC)c(N(CC(=O)Nc2ccccc2)S(C)(=O)=O)c1,x,1590,-0.5,-2,-6,9,8,101,2,7,19
CCCS(=O)(=O)c1c(S(=O)(=O)CCC)c2c(C(N)=O)cccn2c1C(=O)c1ccc(F)cc1,-0.029,1392,0.5,-4,-4,0,1,96,16,-5,9
Cc1nc2ccccn2c1/C(O)=C1\C(=O)C(=O)N(CCCN(C)C)C1c1ccc(F)cc1 (stereo not drawn),x,1401,x,-3,4,3,8,100,5,-4,-10
C/C(NC(=O)c1cccc(F)c1)=C1/C(=O)C[C@@H]2[C@H]1C2(C)C,-0.54,1603,2.3,1,6,3,1,100,-3,-24,x
CC(=O)NC(c1ccc([N+](=O)[O-])cc1)c1c(O)ccc2ccccc12 (stereo not drawn),-0.98,1568,4.4,5,0,-1,1,109,0,3,2
CC1Cc2ccccc2N1C(=O)CO/N=C/c1ccccc1OC(F)F (stereo not drawn),x,1741,2.1,4,2,2,0,111,-11,-2,4
CCOC(=O)c1c(N)sc(C(=O)Nc2ccc3c(c2)OCO3)c1C,0.14,1723,3.6,4,-18,16,0,31,85*,24,10
CCC(C(=O)NCc1ccc(OC)cc1)n1nc(C)n2c(cc3occc32)c1=O (stereo not drawn),-0.34,1605,-0.2,4,-9,9,6,98,8,-4,x
O=Cc1sc(N2CCOCC2)nc1-c1ccccc1,x,1731,1.1,2,4,4,14,107,-3,-10,-12
Cn1cnc2c(N3CCCCC3)nccc21,x,1782,-1.1,5,-6,4,4,92,15,0,-2
O=C(N/N=C/c1cn(-c2ccccc2)nc1-c1cccnc1)c1ccc(F)cc1,-0.061,1434,0.5,-8,2,2,1,96,5,-9,-11
CC(C1CC2CCC1C2)n1c(COc2ccccc2F)nnc1SCC(N)=O (stereo not drawn),x,1514,-0.1,0,5,-8,0,108,-6,0,x

# More entries:
structure,ROMK primary,SRC2 TRFRET art,RAM inhibit,PPARg SRC-1 ag,TLR4-MyD88 BLA,PPARg SRC-2 ag,PPARg SRC-3 ag,STAT3 activator,STAT3 blocker,STAT1 inh,S1P3 antag
Fc1ccc(/C=N/Nc2nn[nH]n2)cc1,0.75,1501,1.1,10,-15,7,5,98,4,-6,-1
COc1ccc(NS(=O)(=O)c2cccc(NC(=O)C34CCC(CC3)C4)c2)cc1,-1,1385,0.8,-4,-7,-1,-1,87,18,16,3
c1ccc(-n2c(-c3ccco3)nnc2N2CCOCC2)cc1,x,1472,0.3,-6,-20,-7,-2,100,5,4,5
COc1ccc(N(CC(=O)NCC2CCCO2)S(=O)(=O)c2ccc(C)cc2)cc1OC (stereo not drawn),x,1412,0.4,0,0,-10,-1,103,-2,-2,x
CC(=O)c1c(-c2ccc(C)cc2)nc2c3ccccc3ccn12,-0.59,1628,2.0,-1,7,10,2,142*,-44,-3,-10
CC(C)=CC(=O)N1CCC(N2CCC(C(=O)N3CCOCC3)CC2)CC1,x,1566,1.3,9,-4,4,-1,95,10,0,-14
COc1ccc(S(=O)(=O)N2Cc3ccccc3CC2C(=O)O)cc1OC (stereo not drawn),x,1745,2.0,2,-1,5,3,94,12,4,-30
CCn1c(NCc2ccccc2Cl)nc2ccccc21,-2,1614,0.8,5,-6,3,9,106,-6,-18,x
CCC(=O)Oc1ccc(/C(CC)=C(\CC)c2ccc(OC(=O)CC)cc2)cc1,x,1496,5.5,6,10,2,0,102,0,-2,7
Cc1[nH]n(-c2cccc3ccccc23)c(=O)c1/C=N/NC(=O)c1cccc([N+](=O)[O-])c1,0.42,1412,2.9,6,-3,-4,0,97,6,-6,-7
CCc1nnc2sc(-c3cc(-c4ccccc4)nc4ccccc34)nn12,-0.59,1679,2.8,3,17,6,16,90,14,0,17
O=C(NNS(=O)(=O)c1ccc2ccccc2c1)NC1CCCCC1,-1.3,1703,3.6,3,3,7,4,106,-7,-8,-14
CC1CC(C)CN(C(=O)COc2ccc(-c3nnco3)cc2)C1 (stereo not drawn),0.44,1440,0.9,0,-1,4,3,107,-7,1,0
Cc1cccc(-c2nc(CS(=O)CC(=O)N3CCc4ccccc4C3)c(C)o2)c1 (stereo not drawn),x,1524,2.3,10,7,-6,-1,99,10,5,-29
CC(C)Sc1nnc(CNC(=O)C23CC4CC(CC(C4)C2)C3)n1Cc1ccccc1,x,1467,-0.9,-2,-11,1,2,98,1,3,-7
COc1ccc(N2C(=O)c3ccc(C(=O)OC(C)C)cc3C2=O)cc1,x,1494,5.0,-3,-6,3,-9,98,4,-6,x
Cc1ccc(-c2nnn(CC(=O)N(c3ccccc3F)C(C(=O)NC3CCCC3)c3ccco3)n2)o1 (stereo not drawn),0.018,1635,8.2,2,-18,9,1,102,4,-1,-22
COc1ccc(C2=NOC(C(=O)N3CCOCC3)C2)cc1OC (stereo not drawn),0.054,1589,-0.3,-1,0,1,-1,105,-2,-7,-46
CN(C)C(=O)c1cc(Cl)ccc1Sc1cc(Cl)ccc1Cl,-0.87,1604,0.2,2,6,5,10,92,16,6,x
CCOC(=O)C1(Cc2cccc(OC)c2)CCN(Cc2ccc(C)s2)CC1,-1.7,1410,2.1,-2,-4,-2,-1,95,10,18,-10

# (continued)
structure,ROMK primary,SRC2 TRFRET art,RAM inhibit,PPARg SRC-1 ag,TLR4-MyD88 BLA,PPARg SRC-2 ag,PPARg SRC-3 ag,STAT3 activator,STAT3 blocker,STAT1 inh,S1P3 antag
Clc1ccc(C[n+]2csc3ccccc32)cc1,0.56,1596,7.5,5,7,9,9,104,-4,6,-25
O=C(CCCN1C(=O)c2ccccc2C1=O)Nc1ccc2c(c1)OCCO2,1.2,1593,1.3,3,7,7,4,97,10,0,2
CSc1ccc(N2CCN(CCCNC(=O)Nc3ccccc3F)CC2)cc1,-2.3,1401,1.3,1,0,-1,-6,96,5,-5,x
CC1(C)Cc2c(C#N)c(NCc3ccco3)nc(-c3ccco3)c2CO1,0.0053,1395,4.1,-3,-8,6,-4,111,-6,0,x
COc1ccccc1CNC(=O)c1ccc(C)s1,0.53,1756,0.6,10,2,2,4,95,11,-7,-6
Cc1ccc2c(c1)nnn2C1CCN(CC(=O)NCCc2ccccc2)CC1,-1.1,1406,2.7,-2,-8,0,-14,89,17,3,13
CC1(C)NC(=O)N(CC(O)CN2CCOCC2)C1=O (stereo not drawn),-0.33,1582,0.3,-3,11,-5,-10,101,1,10,5
CCOC(=O)C(C)Oc1cccc2c(=O)n(CC(=O)NCc3ccc4c(c3)OCO4)ccc12 (stereo not drawn),x,1610,2.0,8,11,5,8,102,6,-9,-10
O=C(COC(=O)c1ccccc1Cc1ccccc1)Nc1ccc(SC(F)F)cc1,1.4,1518,14*,8,-6,16,1,112,-14,-35,-30
COC(=O)COc1ccc2oc(=O)cc(C)c2c1,x,1439,2.4,-3,10,4,9,100,3,0,-16
O=C(/C=C/c1ccccc1[N+](=O)[O-])c1ccccc1Br,-6.1*,1838,1.0,-2,20,6,1,99,6,-10,-6
CCOc1ccc(-n2cc(C(=O)NC(C)C)c3cc(OC)c(OC)cc3c2=O)cc1,x,1412,0.1,-8,-9,-1,2,102,2,-4,x
O=C1N(CN2C(=O)C3(OCCO3)c3ccccc32)c2ccccc2C12OCCO2,x,1428,5.7,2,3,1,-4,99,5,-3,-46
Cc1c(C(=O)N2CCCCC2)sc(NC(=O)C2CC2)c1C#N,x,1844,1.0,-2,3,10,4,100,5,-3,-15
Cn1c(SCC(=O)N2CCOCC2)nnc1-c1cnccn1,x,1506,2.4,-4,-7,-6,-17,112,-9,-15,9
O=C(CN1CCOc2ccccc21)NC1CCCCCCC1,x,1569,x,0,-18,1,-2,117,-16,-5,-8
COc1ccc(OC)c(/C=N/NC(=O)c2csc3ccccc23)c1,x,1716,4.1,-2,-8,-1,-5,83,30,-7,x
COc1cc(OC)cc(C(=O)NCC(=O)OCC(=O)N2CCc3ccccc32)c1,-0.0078,1655,0.9,6,-13,4,-3,97,9,-2,-1
CCOC(=O)C1=C(N)OC2=C(C(=O)CC(C)(C)C2)C1c1ccccc1OC (stereo not drawn),-1.5,1414,-0.8,5,8,8,5,94,13,3,-17
CN(C)S(=O)(=O)c1cccc(NC(=O)COC(=O)c2ccc(Br)o2)c1,x,1563,0.4,-6,6,9,11,96,9,16,x

# Going on with the list:
structure,ROMK primary,SRC2 TRFRET art,RAM inhibit,PPARg SRC-1 ag,TLR4-MyD88 BLA,PPARg SRC-2 ag,PPARg SRC-3 ag,STAT3 activator,STAT3 blocker,STAT1 inh,S1P3 antag
CCc1ccc(/C=C2\SC(=S)N(CCCC(=O)Nc3ccccn3)C2=O)cc1,x,1514,3.9,0,2,-9,3,89,14,23,x
CNc1ccc(Br)cc(C(=O)/C=C/c2cccc(OC)c2)c1=O,-1.1,1396,-0.5,2,2,3,3,117,-17,1,x
COc1ccc(CN=C2NN=C(c3ccc(Cl)cc3)CS2)cc1,-0.067,1548,2.0,8,6,-1,4,107,-7,-49,-9
O=C1C=C(c2ccc(Cl)cc2)C(=O)N1Nc1ccccc1,-1.5,1377,0.0,-5,3,4,-1,105,1,8,x
CC(C)(C)c1ccc(OCC(=O)NCc2ccco2)c(Br)c1,x,1516,4.7,6,11,4,4,105,-1,9,-30
COC(=O)Nc1ccc(C)cc1NC(=O)OC,x,1528,-0.7,-3,13,3,-3,102,1,2,11

# From PubChem

# This is a random part of the collection. Share with any hit: about 5.6%.
